Screening results as filed in PubChem BioAssay.
LANA DNA inh: inhibitors of KSHV LANA C-terminal domain DNA binding. MBP-C-LANA/FAM-LBS DNA binding, fluorescence polarization. inhibition, % at 9 µM. actives 0.078% (n = 340,000). AID 504423;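 active means highest replicate inhibition at or above 60% at 9 µM, even if other replicates fall short; inactive means all replicates below 60% inhibition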;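 further: 0% = neutral control wells and 100% = 4 µM acridine orange control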
PfHsp90 yeast 2: inhibits growth of yeast expressing Plasmodium falciparum Hsp90 | S. cerevisiae expressing PfHsp90, BacTiter-Glo ATP, 48 h; yeast lacking PDR1 and PDR3 efflux regulators | inhibition, % at 9.4 µM | AID 504621 | actives 0.32% (n = 310,000);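 active means every replicate shows inhibition above about 80%, whatever the replicate mean, limit read from the data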;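 further: 0% = DMSO neutral controls and 100% = 20 µM radicicol positive controls; yeast relying on Plasmodium falciparum Hsp90 in place of its own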
cardiac RTF act: cardiac RTF calcium sensitization; IANBD-labeled TnC RTF fluorescence at EC20 calcium; 0% EC20 calcium, 100% full calcium; activation, % at 7.2 µM; actives 0.24% (n = 340,000);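 active means activation above the mean over all tested compounds plus 3 SD, cut at about 30% in these data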;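 further: rise in fluorescence read as greater calcium sensitivity of cardiac thin filaments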
NSD2 inh: blocks human histone methyltransferase NSD2; NSD2 peptide methylation, AlphaScreen, 120 min; O96028; actives 0.54% (n = 310,000); inhibition, % at 12.5 µM; in the data active means inhibition above about 50%
Target sequence (O96028 whole entry, looked up): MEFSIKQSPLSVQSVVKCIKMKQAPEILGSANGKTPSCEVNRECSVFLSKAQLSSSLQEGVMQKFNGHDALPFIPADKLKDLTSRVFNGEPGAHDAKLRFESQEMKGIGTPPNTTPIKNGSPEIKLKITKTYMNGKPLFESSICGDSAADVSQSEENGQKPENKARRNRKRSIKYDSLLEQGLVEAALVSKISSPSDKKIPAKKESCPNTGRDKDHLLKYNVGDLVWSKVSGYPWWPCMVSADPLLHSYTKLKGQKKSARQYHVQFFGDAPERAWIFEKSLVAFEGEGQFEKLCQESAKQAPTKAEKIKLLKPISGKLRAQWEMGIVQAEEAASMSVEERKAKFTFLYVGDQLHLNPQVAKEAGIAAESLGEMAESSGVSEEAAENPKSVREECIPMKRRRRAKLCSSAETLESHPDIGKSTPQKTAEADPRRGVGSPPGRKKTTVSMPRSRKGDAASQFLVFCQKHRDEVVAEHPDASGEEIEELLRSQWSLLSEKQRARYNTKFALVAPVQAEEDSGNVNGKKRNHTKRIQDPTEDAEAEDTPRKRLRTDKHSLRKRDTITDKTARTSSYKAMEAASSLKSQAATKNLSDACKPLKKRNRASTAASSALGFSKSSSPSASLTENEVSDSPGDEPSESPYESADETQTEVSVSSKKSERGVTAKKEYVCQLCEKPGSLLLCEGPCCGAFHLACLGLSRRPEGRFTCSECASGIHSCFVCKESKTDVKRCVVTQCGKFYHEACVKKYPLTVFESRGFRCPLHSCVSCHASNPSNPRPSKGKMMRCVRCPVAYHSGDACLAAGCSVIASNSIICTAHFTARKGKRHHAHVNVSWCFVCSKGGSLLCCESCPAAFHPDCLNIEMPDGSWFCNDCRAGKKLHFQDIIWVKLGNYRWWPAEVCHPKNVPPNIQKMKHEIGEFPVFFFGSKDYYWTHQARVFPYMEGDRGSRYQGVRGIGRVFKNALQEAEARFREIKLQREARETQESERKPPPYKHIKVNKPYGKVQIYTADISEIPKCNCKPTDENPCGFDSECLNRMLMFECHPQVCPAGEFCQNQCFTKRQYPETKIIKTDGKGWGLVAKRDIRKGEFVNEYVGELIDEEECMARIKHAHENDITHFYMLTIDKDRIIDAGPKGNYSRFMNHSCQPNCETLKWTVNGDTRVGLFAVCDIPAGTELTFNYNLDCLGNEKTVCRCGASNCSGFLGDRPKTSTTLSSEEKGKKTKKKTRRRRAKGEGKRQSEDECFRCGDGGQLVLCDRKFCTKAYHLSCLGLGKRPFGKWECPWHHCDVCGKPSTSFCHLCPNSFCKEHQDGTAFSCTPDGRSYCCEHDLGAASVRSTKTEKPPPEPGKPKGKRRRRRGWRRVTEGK
Mot1-301 SUMO: SUMOylation pathway inhibition by Mot1-301 growth rescue | S. cerevisiae Mot1-301 growth rescue, ATP luminescence, 38.5C; percent above DMSO median, 100 means doubled | actives 1% (n = 320,000) | growth rescue, % at 18.8 µM | AID 2716;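 active means every valid replicate shows activation above 250% relative to neutral control wells; inactive means the rest, any valid replicate at or below 250%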;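 further: OY570 slx delta 5 strain wells were the positive control but not used for scaling; some compounds called inactive have numbers as strong as hits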
Keap1 Nrf2 FP: disrupts human Keap1 binding to Nrf2 peptide. Q14145. Keap1 Kelch-Nrf2 peptide fluorescence polarization, 1536-well. inhibition, % at 9.4 µM. actives 0.15% (n = 340,000). AID 504523; in the data active means inhibition above about 12%;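 further: human Keap1 Kelch domain with fluorescein labeled Nrf2 9mer peptide probe; 0% = neutral control wells and 100% = peptide positive control; higher means more block of Keap1 binding to Nrf2 peptide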
PvdQ acylase: P. aeruginosa PvdQ acylase inhibition. actives 0.063% (n = 340,000). inhibition, % at 10 µM. purified PvdQ acylase, fluorescence plate reader. AID 488965; in the data active means inhibition above about 30%, passing the limit was not always enough;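 further: 0% = vehicle neutral wells and 100% = reference inhibitor wells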
Rtt109 HAT inh: inhibitors of Candida albicans Rtt109/Vps75 histone acetyltransferase; purified Rtt109/Vps75, ThioGlo CoA-SH fluorescence, 4 h; inhibition, % at 34.9 µM; actives 0.16% (n = 330,000); Q5AAJ8; AID 540336;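 active means inhibition of at least 50% in every replicate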
RTF Ca sens inh: cardiac RTF calcium desensitization; inhibition, % at 7.15 µM; IANBD-labeled cardiac RTF, Ca2+ fluorescence; actives 0.12% (n = 340,000);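 active means inhibition above the mean inhibition of all tested compounds plus 3 SD, cut at about 17% in these data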;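 further: assay run at fixed EC70 calcium of 1.6 mM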
CDK5 p35 inh: CDK5/p35 (human) kinase inhibition; actives 0.01% (n = 330,000); Recombinant CDK5/p35, ADP-Glo luminescence, 60 min; Q00535+Q15078; inhibition, % at 10 µM; AID 488839;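 active means highest replicate inhibition of at least 50% and at least 75% of replicates reaching 50%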;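 further: plate controls were DMSO neutral control for no effect and GW8510 at 10 µM for full effect; many of its hits are not listed in these tables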
dFosB activator: enhances mouse delta FosB homodimer DNA binding | P13346 | purified delta FosB, TAMRA-CDK5 oligo fluorescence polarization; percent of positive-control signal above neutral wells | activation, % at 25 µM | actives 0.99% (n = 340,000);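 active means mean activation above about 17%, with every replicate also reaching it, limit read from the data, passing the limit was not always enough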;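 further: fluorescence polarization rise as delta FosB binds a TAMRA Cdk5 AP-1 oligo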
The depositor's hits bear a star; x = not tested or not shown.

mol	dFosB activator	Mot1-301 SUMO	Keap1 Nrf2 FP	Rtt109 HAT inh	PvdQ acylase	RTF Ca sens inh	CDK5 p35 inh	LANA DNA inh	NSD2 inh	cardiac RTF act	PfHsp90 yeast 2
CCOC(=O)N1CCN(C2=CC(=O)OC23CCCCC3)CC1	0.6	-28.4	-3.2	4.5	-18.6	-1.4	7.0	0.0	4.2	11.1	-16.2
CC(=O)Nc1ccc(S(=O)(=O)NCCc2cc3c(C)ccc(C)c3[nH]c2=O)cc1	-3.7	0.2	-0.7	-1.8	-4.3	5.0	-0.1	0.5	x	-2.6	-2.1
Cc1ccc(NC(=O)/C=C2\NC(=O)CS2)cc1	-1.8	-11.9	3.5	-5.2	-5.6	-20.6	-0.4	-2.5	-4.0	-3.9	14.2
COc1cc(/C=C2\SC(=O)N(CCNC(=O)c3cnc(C)cn3)C2=O)cc(OC)c1OC	-3.6	-1.1	-1.7	10.4	-0.3	-10.2	1.6	0.3	2.7	0.8	-5.1
COc1ccc(N(C(=O)Cc2cccs2)C(C(=O)NC2CCCC2)c2ccncc2)cc1 (stereo not given)	-4.9	-3.0	-6.4	-5.5	-12.8	-10.9	-4.8	0.6	x	-1.2	20.5
O=C(NCC1CCCO1)c1ccccc1-c1nc(-c2ccccc2F)no1 (stereo not given)	-2.9	16.5	-4.0	-7.0	-15.8	-5.3	-1.6	0.0	-1.7	-2.8	-17.1
O=C(Cc1noc2ccccc12)NNC(=S)Nc1ccccc1	-3.9	-5.3	-1.3	-4.5	3.6	0.0	1.9	-0.3	0.0	-2.5	x
COc1ccc(C2NC(=O)NC3=C2CCc2ccccc23)cc1 (stereo not given)	-9.0	2.5	-2.5	-3.8	7.5	-1.4	1.3	3.8	x	0.9	-7.5
Cc1cc(C)n2c(SC(C)C(=O)NC3(C#N)CCCCC3)nnc2n1 (stereo not given)	-3.7	x	-2.2	-3.5	-3.6	-4.0	1.1	0.4	-1.3	-0.3	-4.7
Cc1cc(C)n(C(=O)c2cc(F)c(F)cc2C)n1	0.4	-7.4	-8.9	0.6	-4.6	-1.5	0.2	-0.7	0.6	-5.5	-15.4

(listing goes on)
mol	dFosB activator	Mot1-301 SUMO	Keap1 Nrf2 FP	Rtt109 HAT inh	PvdQ acylase	RTF Ca sens inh	CDK5 p35 inh	LANA DNA inh	NSD2 inh	cardiac RTF act	PfHsp90 yeast 2
O=C(CCCC(=O)N1CCN(c2ccccc2F)CC1)N1CCN(c2ccccc2F)CC1	-16.2	4.5	-1.8	-11.6	-13.2	0.1	-0.2	-1.2	2.4	2.4	5.5
COc1cc(CCc2ccc3c(c2)OCO3)oc(=O)c1	-0.1	-1.5	-2.3	5.4	-0.7	1.4	-1.9	-1.2	x	5.5	-5.4
Cc1nn(-c2ccccc2)c(Cl)c1C(=O)NCC(C)c1ccccc1 (stereo not given)	-14.3	83.5	-1.2	-1.7	-6.9	-0.1	-0.2	-0.2	-7.7	-2.8	4.9
CC1CCC(NC(=O)c2cccn2C)CC1 (stereo not given)	-2.0	x	-5.1	-2.8	-20.6	-8.1	-0.4	-0.2	1.2	1.5	x
CCOC(=O)c1nn(-c2ccccc2)c(-c2ccccc2)c1C(=O)c1ccccc1	-4.1	x	-4.8	2.9	-11.9	-3.4	0.6	0.9	-0.1	2.2	5.0
CCC(=O)Nn1c(C2CCC2)nc2ccccc2c1=O	-5.6	-11.5	-6.0	6.3	-16.1	-2.1	0.5	0.9	-1.5	-9.2	9.7
O=C(CSc1n[nH]c(-c2ccccc2Cl)n1)NC1CCCCC1	-2.7	0.4	-3.3	51.0*	-1.3	-9.8	2.1	0.5	-0.6	-5.1	9.6
CCCn1cnc2c(SCc3ccccn3)nc(N)nc21	-7.7	x	-3.1	x	3.8	-6.8	4.4	-0.6	-0.3	-4.8	-11.1
COCCCNC(=O)CS(=O)Cc1nc(-c2cccc(OC)c2)oc1C (stereo not given)	-13.2	-1.4	-3.9	5.3	-14.9	-0.1	-1.2	2.0	-0.6	3.1	x
Cc1cccc(C)c1NS(=O)(=O)c1c(C)[nH]c(=O)[nH]c1=O	2.1	-3.8	-2.5	1.5	-8.0	-7.8	1.1	0.5	-1.6	4.2	-0.5

(continued)
mol	dFosB activator	Mot1-301 SUMO	Keap1 Nrf2 FP	Rtt109 HAT inh	PvdQ acylase	RTF Ca sens inh	CDK5 p35 inh	LANA DNA inh	NSD2 inh	cardiac RTF act	PfHsp90 yeast 2
Cc1c(Cl)cccc1NC(=S)N(CCN(C)C)C(C)c1ccccn1 (stereo not given)	-3.6	-19.7	-3.0	-4.3	-7.6	-11.9	-3.1	-1.3	1.3	0.1	1.0
COc1ccc(C(=O)n2cc(C(=O)c3cc(C)ccc3O)cn2)cc1OC	-8.6	106.2	-3.3	4.8	3.3	7.3	-1.2	-0.1	x	-0.7	12.9
CCc1c(C(=O)Nc2ccc(OC)c(Cl)c2)[nH]c(C)c1C(C)=O	0.2	-0.8	-0.3	x	-7.7	-3.1	-1.0	-0.3	0.2	-0.2	x
O=C(NC1CC1)C1CCN(C(=O)c2ccc(Cl)cc2Cl)CC1	-0.7	9.0	-2.6	10.5	-5.3	-2.9	1.2	-0.1	1.2	-1.9	-4.0
NC(=O)CNC(=O)[C@@H]1CC2(CC(c3cccc([N+](=O)[O-])c3)=NO2)CN1C(=O)c1ccccc1 (stereo not given in full)	5.8	-7.9	-2.9	-0.3	-4.2	-2.6	-1.9	4.5	x	-2.4	10.0
COc1cc2c(C#CCCO)c(-c3ccc(C#N)cc3)oc(=O)c2cc1OC	-22.7	0.4	-5.0	-4.6	-9.7	-7.2	-2.7	5.8	x	4.6	x
O=C(/C=C/c1cccc([N+](=O)[O-])c1)Nc1cccc(NC(=O)c2cccs2)c1	-1.1	9.3	-6.6	-16.3	1.2	0.1	0.9	1.7	1.6	1.9	5.4
Cn1cc(CN2CCN(Cc3ccccc3)C(CCO)C2)c(-c2ccccc2)n1 (stereo not given)	-16.8	2.7	-4.1	-1.6	-8.3	1.9	-0.7	-0.3	1.9	1.1	-18.3
Cc1cc2ncn(C(=O)N3CCCCC3)c2cc1C	-4.9	204.0	-1.3	4.3	-10.1	-1.1	0.9	-0.7	0.1	3.2	8.0
COc1ccc(CC(=O)NNC(=O)COc2ccc(C)cc2)cc1S(=O)(=O)N1CCOCC1	-9.4	4.1	0.8	5.2	-8.4	-22.8	0.5	-0.2	25.2	8.0	21.0

Continued:
mol	dFosB activator	Mot1-301 SUMO	Keap1 Nrf2 FP	Rtt109 HAT inh	PvdQ acylase	RTF Ca sens inh	CDK5 p35 inh	LANA DNA inh	NSD2 inh	cardiac RTF act	PfHsp90 yeast 2
COc1ccc2[nH]c3c(c2c1)CCN1C(=O)N([C@@H](C)C(=O)NCC2CCCO2)C(=O)[C@]31C (stereo not given in full)	0.3	-17.1	-5.2	-5.7	2.3	-1.1	-0.2	0.2	x	7.7	19.6
N=C1SC(c2ccccc2)C(=O)N1c1ncc(Cc2ccccc2)s1 (stereo not given)	0.8	8.5	0.9	-5.2	4.3	-2.9	2.4	1.0	5.7	-4.1	-7.4
CCN(c1ccccc1)S(=O)(=O)c1ccc2ccccc2c1	-5.2	7.3	-4.8	0.8	-11.0	4.4	-0.3	1.2	-4.3	-1.6	8.1
COc1cc(C(=O)NC(=S)Nc2nccs2)cc(OC)c1OC	-1.6	1.6	0.3	2.7	-12.7	-7.0	0.2	1.2	-3.4	3.5	18.2
NC(=O)c1ccccc1NC(=O)/C=C/c1ccc(Cl)cc1	13.2	6.8	2.6	2.1	-7.3	-8.0	1.0	-1.6	4.2	3.1	0.0
Cc1cccc(C(C)C)c1NC(=O)CN1C(=O)NC2(CCc3ccccc32)C1=O (stereo not given)	-8.1	-9.9	-3.9	-3.3	-7.9	-8.2	0.4	-0.4	2.6	1.8	x
CCC1(c2ccc(OC)cc2)NC(=O)N(CC(=O)NC2CCCCC2C)C1=O (stereo not given)	-2.4	-3.4	-6.6	0.6	-8.3	-9.8	-0.6	1.5	-0.7	0.9	9.7
O=C(Nc1ccc(S(=O)(=O)Nc2ncccn2)cc1)c1ccc(Cl)c([N+](=O)[O-])c1	-5.0	-15.1	2.8	-2.5	-8.6	-1.9	-2.4	-0.1	-1.2	0.8	-16.7
O=C1C2C(C(=O)N1/N=C/c1cc(Br)cc([N+](=O)[O-])c1O)C1C=CC2C12CC2 (stereo not given)	2.3	2.4	3.9	-10.3	-5.6	-4.4	0.9	0.3	15.9	1.8	-30.4
CCOC(=O)c1sc(=S)n(-c2ccc(Cl)cc2)c1SC	1.0	-13.4	-7.7	-1.7	-9.5	-5.2	0.9	-1.1	-1.4	7.8	5.8

Carrying on:
mol	dFosB activator	Mot1-301 SUMO	Keap1 Nrf2 FP	Rtt109 HAT inh	PvdQ acylase	RTF Ca sens inh	CDK5 p35 inh	LANA DNA inh	NSD2 inh	cardiac RTF act	PfHsp90 yeast 2
COc1cc2c(-c3ccccc3)c(C)oc2cc1/C=N/NC(N)=S	1.3	15.6	-4.7	5.5	-14.4	-0.2	-8.7	1.0	-0.1	1.3	-14.0
COc1cc2c(cc1OC)C(c1ccccc1)N(C(=O)CCl)CC2 (stereo not given)	-0.4	35.2	-2.5	0.0	-10.1	-3.3	-0.5	0.0	-4.3	1.8	18.4
Cc1ccc(-c2cc(C(=O)OCC(=O)N(C)C3CCS(=O)(=O)C3)c3ccccc3n2)c(C)c1 (stereo not given)	-14.0	-10.7	-4.2	2.1	-11.1	-3.8	0.3	-0.6	-1.4	-1.6	x
Cc1ccc(NC2=NCC(=O)N2C2CCCC2)c(C)c1	-0.3	-7.8	-1.2	-7.2	-16.3	-11.9	-0.2	0.8	2.2	-4.5	-4.7
COc1ccccc1C(=O)N=C1NC(=O)CC2C(=O)NCCN12 (stereo not given)	-2.9	-2.9	0.4	-1.1	4.1	-1.8	-1.6	-0.1	-2.2	0.9	-26.0
COc1ccccc1OCC(=O)N1CCCCCCC1	3.9	-15.7	2.7	3.0	-8.2	-16.8	0.3	-1.6	-0.5	-1.9	12.9
COc1cccc(N2CCN(S(=O)(=O)c3ccc(CN4C(=O)c5cccnc5C4=O)cc3)CC2)c1	6.1	-0.8	-4.1	-7.1	-12.0	-6.0	0.3	0.8	-3.4	-4.6	18.1
CC(=O)N(C(C)=O)c1ncn(C)c1S(=O)(=O)Nc1ccccc1	1.8	x	3.6	-0.6	-9.1	0.8	-2.1	0.3	-0.5	-7.2	18.1
Clc1ccc(C(c2nnnn2CCc2ccccc2)N2CCSCC2)cc1 (stereo not given)	-4.5	x	-1.0	5.8	-2.8	12.6	x	-0.7	-1.6	-3.0	-0.4
Oc1ccc(N=Nc2cccc(C(F)(F)F)c2)cc1C=Nc1ccc(N2CCOCC2)cc1	7.9	749.7	-2.3	3.6	13.6	13.8	-1.9	-0.3	3.1	-9.2	-23.5
CCOc1cc(/C=C2/NC(=O)N(CC(=O)OC)C2=O)ccc1O	1.9	4.7	2.3	3.6	-9.7	-8.9	0.6	-0.7	-2.8	-0.1	-8.9

Copied from the list.
COc1cc2c(cc1OC)C(c1ccccc1)N(C(=O)CCl)CC2 (stereo not given) – NSD2 inh: -4.3
COc1cccc(N2CCN(S(=O)(=O)c3ccc(CN4C(=O)c5cccnc5C4=O)cc3)CC2)c1 – RTF Ca sens inh: -6.0
